Source: PubChem BioAssay
MITF primary: human MITF inhibition, primary screen; inhibition, % at 2.6 µM; hit rate 0.91% among 650,000; O75030; AlphaScreen MITF homodimerization, bead proximity signal; in the data active = inhibition above about 50%;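 note: 0% = vehicle wells with protein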
Target sequence (O75030 whole entry, looked up): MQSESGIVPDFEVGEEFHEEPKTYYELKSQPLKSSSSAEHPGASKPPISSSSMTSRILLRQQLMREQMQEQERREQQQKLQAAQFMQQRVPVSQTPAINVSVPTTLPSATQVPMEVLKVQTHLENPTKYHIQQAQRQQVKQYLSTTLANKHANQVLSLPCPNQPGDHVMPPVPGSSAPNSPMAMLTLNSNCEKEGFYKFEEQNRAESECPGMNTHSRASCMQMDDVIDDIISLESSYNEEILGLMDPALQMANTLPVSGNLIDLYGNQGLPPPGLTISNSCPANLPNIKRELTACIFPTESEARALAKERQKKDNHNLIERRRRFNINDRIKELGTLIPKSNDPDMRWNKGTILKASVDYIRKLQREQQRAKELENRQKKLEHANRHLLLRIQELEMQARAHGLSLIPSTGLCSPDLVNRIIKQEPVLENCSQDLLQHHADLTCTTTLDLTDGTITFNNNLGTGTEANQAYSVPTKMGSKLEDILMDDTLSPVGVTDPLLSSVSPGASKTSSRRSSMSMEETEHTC
GPR151 ag: activates the human receptor GPR151; Q8TDV0; PathHunter beta-arrestin GPR151 cells, luminescence; activation, % at 11.2 µM; hit rate 1% among 650,000; in the data active = activation above about 4.9%;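 note: 0% = median of compound wells and 100% = cells with positive control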
Target sequence (Q8TDV0 whole entry, looked up): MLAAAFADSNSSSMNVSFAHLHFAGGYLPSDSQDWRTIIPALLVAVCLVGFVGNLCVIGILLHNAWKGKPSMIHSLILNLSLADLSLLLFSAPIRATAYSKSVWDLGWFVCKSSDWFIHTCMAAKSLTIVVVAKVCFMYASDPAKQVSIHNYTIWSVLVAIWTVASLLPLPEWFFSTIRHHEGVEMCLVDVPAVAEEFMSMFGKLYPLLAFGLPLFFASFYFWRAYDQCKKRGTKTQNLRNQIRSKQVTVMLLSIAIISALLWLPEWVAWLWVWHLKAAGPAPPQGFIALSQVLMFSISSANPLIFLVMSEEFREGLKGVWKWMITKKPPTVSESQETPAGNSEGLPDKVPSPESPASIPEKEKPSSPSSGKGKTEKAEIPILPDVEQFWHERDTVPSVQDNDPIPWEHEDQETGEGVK
FBW7 activator: activators of human E3 ligase FBW7 | Q969H0 | AlphaScreen FBW7–phospho-cyclin E peptide binding, activator screen | normalized activity (activation), % at 26.1 µM | hit rate 0.13% among 650,000 | AID 1259310; in the data active = normalized activity above about 1.9%;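 note: purified mutant Fbw7 with reduced substrate affinity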
TEAD-YAP inh: TEAD-YAP interaction inhibition. HEK-TIYL cells, TEAD-Gal4/YAP UAS-luciferase luminescence. inhibition, % at 9.12 µM. hit rate 1.4% among 640,000. AID 1259422; in the data active = inhibition above about 32%;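 note: 0% = median of test compound wells and 100% = reference inhibitor wells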
Active calls of the source: *.

Screens in order – MITF primary	GPR151 ag	FBW7 activator	TEAD-YAP inh
[1] CCC(=O)N1CCc2cc(S(=O)(=O)NCCC(=O)Nc3ccc(C)cc3C)ccc21
  1.3	0.2	0.6	7.7
[2] CC1(C)CC(=O)C/C(=N/NC(=O)c2ccc(-c3ccccc3)cc2)C1
  1.4	-0.3	-0.2	14.7
[3] CC(C)(C)C(=O)Nc1nnc(Cc2ccc(Cl)cc2)s1
  4.6	2.4	0.1	6.5
[4] Cc1ccc(S(=O)(=O)NC(=O)N2Cc3cc([N+](=O)[O-])ccc3Oc3ccccc32)cc1
  -4.4	-1.9	-0.2	-3.7
[5] O=C(CC1SC(=Nc2ccccc2)N(CCCO)C1=O)Nc1ccc(Cl)cc1 (stereo not drawn)
  3.4	0.3	0.0	-0.4
[6] O=C(c1ccc([N+](=O)[O-])cc1)N1CCN(Cc2c[nH]c3ccccc23)CC1
  7.7	0.4	0.0	8.8
[7] CCOC(=O)C1C(=S)NC(N)=C(C#N)C12CCCCC2 (stereo not drawn)
  8.5	1.5	0.0	-0.1
[8] O=C(c1ccc(Cl)cc1)c1ccc(S(=O)(=O)c2ccc(Cl)cc2)cc1
  1.7	1.7	0.1	1.6
[9] O=C(CNS(=O)(=O)c1ccc(Br)cc1)Nc1ccc(Cl)cc1
  0.3	0.9	0.1	0.5
[10] O=C(O)C1=CC=CN2CCS(=O)(=O)N=C12
  -0.3	1.6	0.5	-12.9
[11] CC(=O)NCCOc1nc(N2CCCCC2)nc(N2CCOCC2)n1
  -11.8	0.8	-0.1	8.2
[12] CC(CNC(=O)Cn1ncc2ccccc21)c1ccccc1 (stereo not drawn)
  -4.0	-0.3	0.0	-19.6
[13] CCN(CC)S(=O)(=O)c1ccc(C)c(NS(=O)(=O)c2cccc(C#N)c2)c1
  -7.0	5.5*	-0.1	-9.7
[14] COc1ccc(-n2nc3c(c2NC(=O)c2ccc(Br)o2)CS(=O)(=O)C3)cc1
  12.4	1.4	0.1	-7.3
[15] COc1cccc(/C=C2\NC(=S)NC2=O)c1OCC(=O)O
  -1.5	-0.5	-0.1	-5.3
[16] COCCCNCCOCCOc1c(C)cccc1C
  33.9	-0.4	-0.2	4.7
[17] COc1ccc(CCNC(=O)CN(c2cc(C)ccc2C)S(C)(=O)=O)cc1OC
  6.8	0.1	0.1	0.9
[18] COc1ccc(-c2cc3ccccc3n2CC(O)CNCc2ccco2)cc1 (stereo not drawn)
  71.2*	-0.9	0.5	-12.0
[19] Clc1cccc(CSc2ccc(Br)cc2)n1
  -8.2	0.6	0.0	-13.7
[20] CCOC(=O)c1cc2c(=O)n3ccccc3nc2n(CCOC)c1=NC(C)=O
  -20.3	-0.8	0.1	2.2
[21] COc1ccc(C2=NOC(C(=O)Nc3cc(C)ccc3O)C2)cc1 (stereo not drawn)
  11.7	0.1	0.1	7.1
[22] Cc1ccnc(NS(=O)(=O)c2ccc(NC(=O)C3=COCCO3)cc2)n1
  10.0	-1.6	-0.1	-9.2
[23] O=C(Nc1ccnn1C1CCN(C(=O)C2Cc3ccccc3O2)CC1)C1CC1 (stereo not drawn)
  4.3	-0.7	-0.1	-38.6
[24] CCCCOCC(O)CN1CCCCCC1 (stereo not drawn)
  0.8	-0.2	0.0	-3.1
[25] Cc1ccc(C(N)c2ccccc2)cc1C (stereo not drawn)
  11.0	0.1	0.2	-0.7
[26] CC(=O)Nc1ccnn1C1CCN(Cc2cnc(-c3ccccc3)s2)CC1
  -1.0	-4.8	-0.1	67.1*
[27] CCN(CC)C(=S)NC(=O)/C=C/c1ccc(F)cc1
  -12.5	-1.1	0.1	2.4
[28] Cc1ccc(C(=O)NC(=S)NC(C)C)cc1Br
  -5.3	-0.1	0.1	-32.0
[29] CCOC(=O)C1=C(C)NC2=C(C(=O)CC(c3ccc(Cl)cc3)C2)C1c1cc(OC)ccc1OC (stereo not drawn)
  0.9	0.0	0.4	7.2
[30] COc1cccc(-c2noc(-c3ccccc3F)n2)c1
  -10.2	-3.6	-0.1	-45.1

Screens in order – MITF primary	GPR151 ag	FBW7 activator	TEAD-YAP inh
[31] C=CCSc1nc(-c2cccnc2)ccc1C#N
  5.4	1.0	0.1	6.5
[32] O=C(NCCCN1CCCC1)C1CCN(c2nc3ccccc3n3cccc23)CC1
  8.7	-0.1	0.0	6.8
[33] N#C/C(=C(/O)c1cccc([N+](=O)[O-])c1)c1nnc(N2CCOCC2)n1-c1ccccc1
  -1.4	-0.7	-0.2	4.3
[34] O=C1CC2(CCN(C(=O)C3CC3)CC2)Oc2ccccc21
  -10.0	-0.5	0.0	-15.6
[35] CCCCSc1nnc2c(n1)OC(C1CC3C(=CCCC3(C)C)CC1C)Nc1ccccc1-2 (stereo not drawn)
  2.6	3.0	-0.1	-16.2
[36] O=C1Nc2cc([N+](=O)[O-])ccc2OC1(O)C(F)(F)F (stereo not drawn)
  4.5	2.6	-0.2	1.8
[37] Cc1ccccc1-n1ncc(C(C)NC(=O)COc2ccccc2)c1C (stereo not drawn)
  -17.4	-0.5	-0.1	-22.2
[38] CCN(CC)CCN1C(=O)C(=O)/C(=C(\O)c2ccc(Cl)cc2)C1c1ccccc1 (stereo not drawn)
  -1.5	-1.7	-0.2	2.0
[39] O=c1c(-c2cccc([N+](=O)[O-])c2)[n+]([O-])c2ccccc2n1OCc1c(F)cccc1F
  18.3	-0.9	0.1	4.5
[40] COc1ccc(CN2C(=O)N(c3ccccc3)C(=O)C2CC(=O)Nc2ccc(F)cc2)cc1 (stereo not drawn)
  16.2	-1.2	0.4	2.8
[41] Cc1sc2ncc(C(=O)NC3CCC(O)CC3)c(=O)n2c1C (stereo not drawn)
  -12.6	0.7	-0.5	-7.4
[42] COc1ccc(-n2ncc3c(Nc4ccc(C)c(Cl)c4)ncnc32)cc1
  -6.7	1.4	0.0	-4.5
[43] CCOc1ccc(C(CN)c2c[nH]c3ccccc23)cc1OC (stereo not drawn)
  -3.2	-1.5	0.1	-3.4
[44] COc1ccc(-c2noc(CC(=O)Nc3nccs3)n2)cc1
  -3.8	-3.1	-0.1	0.2
[45] COc1ccc(NC(=O)c2nc3nccc(C)n3n2)cn1
  2.2	-6.2	0.0	6.7
[46] Cc1ccc(-c2cnc3ccccc3n2)cc1NC(=O)CNC(=O)c1ccccc1
  3.1	-0.1	-0.5	-11.7
[47] CCOC(=O)C1=C(C)N=C2SCC(=O)N2C1c1cc(OC)ccc1OC (stereo not drawn)
  12.1	-0.7	0.0	10.0
[48] NC(=O)/C(=C\c1ccc2c(c1)OCO2)NC(=O)c1ccco1
  3.9	3.2	0.0	5.3
[49] COc1cc2c(C(=O)OCCN(C)C)c(C)n(-c3ccccc3)c2cc1Br
  -0.1	0.4	-0.1	5.8
[50] Cc1ccc([N+](=O)[O-])cc1S(N)(=O)=O
  0.5	2.2	-0.1	17.8
[51] COc1ccc(N2CCN(C(c3nnnn3C3CCCC3)C(C)C)CC2)cc1 (stereo not drawn)
  1.2	-1.7	0.1	-3.1
[52] CC(C(=O)NCCCN1CCN(C2CCCCC2)CC1)n1ncn2cccc2c1=O (stereo not drawn)
  -2.9	2.3	-0.2	2.8
[53] COc1cc(-c2cnn3c(N4CCC(O)CC4)ccnc23)cc(OC)c1OC
  -19.6	-1.0	-0.7	-60.0
[54] O=C(CSc1n[nH]c(-c2ccco2)n1)N1CCCCC1
  6.4	-1.0	-0.1	-13.7
[55] COc1ccc(CNc2cccc(C)n2)c(O)c1
  3.2	-0.7	-0.2	-14.0
[56] Cc1ccc(C(C)(C)C)c(OCCOCCn2ccnc2)c1
  13.6	-0.4	0.1	-11.3
[57] CC1=C(C(=O)OCc2ccccc2)C(c2ccc(C)s2)C2=C(CCCC2=O)N1 (stereo not drawn)
  -6.1	-1.0	-0.1	0.9
[58] CCCC(C(=O)N1CCN(C(=O)C(CCC)N2C(=O)C3CC=C(Cl)CC3C2=O)CC1)N1C(=O)C2CC=C(Cl)CC2C1=O (stereo not drawn)
  10.7	3.9	-0.1	13.2
[59] CCOc1ccc(-c2nc(-c3ccccc3Cl)no2)cc1
  2.4	-1.7	0.0	-19.4
[60] CC(OCC(O)CNCc1nc2ccccc2s1)c1ccc(Cl)cc1 (stereo not drawn)
  37.8	3.5	0.0	-1.0

Screens in order – MITF primary	GPR151 ag	FBW7 activator	TEAD-YAP inh
[61] CS(=O)(=O)Nc1ccc(C(=O)N2CCc3ccccc3C2)cc1
  -6.2	3.6	-0.2	-0.7
[62] O=C(COc1ccc([N+](=O)[O-])cc1Cl)Nc1ccc(I)cc1
  -11.2	-0.7	0.0	-9.8
[63] CCC(=O)N(C)C(c1ccccc1)c1nnnn1-c1ccccc1 (stereo not drawn)
  -11.1	-1.7	0.3	3.4
[64] COC(=O)c1ccc(-c2cc(Cl)cc3c2OC(CNC(=O)c2cccnc2)C3)cc1 (stereo not drawn)
  -3.6	-0.5	0.0	17.7
[65] CCN(CC)C(=O)C1CCCN(c2ncc(C(=O)Nc3cc(OC)c(OC)c(OC)c3)s2)C1 (stereo not drawn)
  -3.6	-0.1	-0.1	2.5
[66] COCCNC(=O)CC(=O)Nc1ccc2nc3n(c(=O)c2c1)CCCCC3
  -4.6	1.7	0.1	-5.9
[67] Cn1c(SCC#N)nnc1-c1cnccn1
  68.6*	0.5	-0.3	-0.9
[68] COc1ccc(OC)c(NC(=O)CSc2nc3n[nH]c(C)c3c(=N)n2-c2ccc(Cl)c(C)c2)c1
  8.8	0.2	0.3	6.5
[69] O=C1C(Br)=CC(=NS(=O)(=O)c2ccc(Cl)cc2)C=C1Br
  13.4	-0.6	-0.1	-0.7
[70] COc1ccccc1C(=O)NCC(=O)OCC(=O)NNC(=O)c1ccccc1
  -2.4	-0.1	-0.1	-5.7
[71] CCC(=Nc1ccccc1OC)C1=C(O)CC(C)(C)CC1=O
  10.1	-0.2	0.4	-5.7
[72] Cc1ccc(N2CC(C(=O)N3CCC(c4nnc(-c5ccc(F)cc5)o4)CC3)CC2=O)cc1 (stereo not drawn)
  -19.3	0.4	0.0	9.3
[73] COc1cc(/C=C(\C#N)C(=O)Nc2ccc(F)cc2)c([N+](=O)[O-])cc1OC
  8.0	-0.7	-0.1	4.8
[74] O=C(NNC(=O)c1ccc([N+](=O)[O-])cc1)c1ccccc1
  5.6	-0.6	0.2	-24.1
[75] O=C1CC(c2ccc3c(c2)OCO3)Sc2nc(-c3ccccc3)nn21 (stereo not drawn)
  -8.9	-1.3	0.1	2.3
[76] O=C(CCCOc1ccc(Cl)cc1)Nc1ccccc1F
  -4.3	-0.3	0.1	-5.0
[77] CCCCc1ccc(C(=O)c2sc3nc(C)cc(C)c3c2N)cc1
  2.6	1.6	-0.1	-3.6
[78] CC1=C(C(=O)OCC2CCCCC2)C(c2ccccc2C)CC(=O)N1 (stereo not drawn)
  11.6	-0.1	0.4	-2.4
[79] COc1ccccc1/C=C/CN1CCNC(=O)C1CC(=O)N(C)Cc1csc(C)n1 (stereo not drawn)
  -7.7	-1.2	-0.1	1.7
[80] O=c1[nH]c2ccc(Oc3ccc4[nH]c(=O)c(=O)[nH]c4c3)cc2[nH]c1=O
  16.4	0.7	-0.1	-6.4
[81] O=C(CNCCCO)Nc1ccc(Oc2ccccc2)cc1
  24.0	2.0	-0.1	4.3
[82] CCOCCCNC(=O)c1cccc(NS(=O)(=O)c2ccc(Cl)cc2)c1
  -0.9	-0.7	-0.1	3.9
[83] CCOC(=O)c1c(NC(=O)CN2C(=O)c3cccc4cccc(c34)C2=O)sc2c1CCC2
  0.5	-0.3	0.1	8.8
[84] O=C(CSc1ncc(S(=O)(=O)c2ccccc2)c(=O)[nH]1)Nc1ccccc1Cl
  7.5	2.6	-0.1	5.2
[85] COC(=O)c1c(NC(=O)c2ccc(Cl)cc2Cl)sc2c1C(C(=O)OC)CC2 (stereo not drawn)
  5.1	0.3	0.3	0.1
[86] CC(NC(=O)c1cc(F)c(F)c(F)c1F)c1ccccc1 (stereo not drawn)
  -3.1	-0.8	-0.1	1.8
[87] COC(CNC(=O)c1ccc2c(=O)n(CC3CCCO3)c(=S)[nH]c2c1)OC (stereo not drawn)
  25.6	-0.7	0.0	-1.1
[88] CCOc1ccc(C(=O)Nc2cccc(-c3nc4ncccc4o3)c2)cc1[N+](=O)[O-]
  9.1	2.6	0.1	11.2
[89] COc1ccc(S(=O)(=O)Nc2ccc(CN3CCN(c4ccccn4)CC3)cc2)cc1
  -1.2	1.5	-0.3	13.3
[90] CC(=O)C1=C(O)C(=O)N(CCNCCO)C1c1ccc(Cl)cc1 (stereo not drawn)
  0.6	-0.1	0.0	8.0

Screens in order – MITF primary	GPR151 ag	FBW7 activator	TEAD-YAP inh
[91] O=C(NCc1ccccn1)c1cccc(OC2CCN(C3Cc4ccccc4C3)CC2)c1
  2.9	-0.1	-0.3	-1.0
[92] O=C(NCc1ccccc1Cl)c1cccn2c(=O)c3sccc3nc12
  6.0	-1.5	0.0	-4.1
[93] CCCCCOc1ccc(/C=C/C(=O)Nc2sc(C)c(C)c2C(=O)OCC)cc1OC
  -15.7	0.2	0.2	1.2
[94] CC(C)NC(=O)CSc1c2c(nc3ccccc13)CCCC2
  19.8	-2.0	0.5	-6.2
[95] CN1CCN(C(=O)c2ccc(-c3nc(NCCc4ccc(O)cc4)c4ncn(Cc5ccc(C(F)(F)F)cc5)c4n3)cc2)CC1
  -2.2	0.7	0.1	23.1
[96] CC(C)NC(=O)c1cc(-c2ccccc2Cl)on1
  2.0	0.8	0.4	-32.1
[97] CCOc1ccc(C(=O)Nc2cccc3nsnc23)cc1Cl
  4.0	0.4	0.0	-9.4

Compounds were not picked by outcome; 3.5% or so of the library scored in one or more.
